# Bioassay records as filed in PubChem BioAssay.
# CCT modulator = changes cytosolic chaperonin activity | purified chaperonin ATPase assay, HTRF ADP detection, 30 min | AID 651819 | 0.3% of 360,000 active | activity change, % (concentration not given with the values), hits read low; in the data active = activity change below about -30%; also: % is scaled to controls: 0 for no effect and ±100 for the full control effect
#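 First, chaperonin was dispensed at 40 nM or 20 nM final depending on batch activity. Next, compounds were pinned at 76 uM and ATP added at 10 uM. After 30 min at 37 °C, ADP detection reagents ran 30 min at ambient temperature.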
# PLK1 PBD block = blocks phosphopeptide binding to human PLK1 polo-box domain. P53350. Plk1 PBD binding of FITC phosphopeptide, fluorescence polarization. Potency, µM, for inactives: max response, negative = inhibition, usual class: inhibitors. 2.8% of 360,000 active; also: potency is read from the fitted curve at half-maximal effect; series mostly up to about 57 µM; % is scaled to controls: 0 for no effect and ±100 for the full control effect; nearly all actives have a fitted effect of over 65% in size
# EPAC2 antag = antagonists of human EPAC2. EPAC2 GEF exchange of Rap1B-BODIPY-GDP, fluorescence. Potency, µM (doses to about 114 µM), for inactives: at the top dose activity, negative = inhibition, usual class: inhibitors. 0.18% of 360,000 active. AID 720708; also: potency is read from the fitted curve at half-maximal effect; % is scaled to controls: 0 for no effect and ±100 for the full control effect; nearly all actives have a fitted effect of over 45% in size; many of its hits are not listed in these tables
# WRN helicase inh = WRN helicase (human) inhibition. Q14191. WRN helicase unwinding, fluorescent forked duplex, kinetic. Potency, µM (top dose mostly 114 µM), for inactives: at the highest dose activity change, negative = inhibition, usual class: inhibitors. 0.46% of 360,000 active. AID 651768; also: potency is read from the fitted curve at half-maximal effect; % is scaled to controls: 0 for no effect and ±100 for the full control effect; nearly all actives have a fitted effect of over 55% in size
#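 Kinetic fluorescence helicase assay: unwinding of a quenched forked DNA duplex (100 nM final) with 2 mM ATP final raises red fluorescence (525/598 nm). Compounds sat 15 min at room temperature with 20 nM WRN beforehand.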
# MmCpn inh = M. maripaludis TRiC chaperonin inhibition | 0.031% of 330,000 active | Potency, µM (top dose mostly 76.9 µM), without a hit: at the top dose activity, negative = inhibition, hits mostly inhibitors | purified Mm-Cpn ATPase, ADP Transcreener TR-FRET | AID 504842; also: potency is read from the fitted curve at half-maximal effect; % is scaled to controls: 0 for no effect and ±100 for the full control effect; nearly all actives have a fitted effect of over 80% in size
#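 Purified archaeal Mm-CPN (25nM final) preincubated 10 min at 37degC with compound, then 10uM ATP for 30 min at 37degC; ADP measured by HTRF Transcreener TR-FRET; buffer 30 mM TRIS pH 7.4, 100mM KCl, 5mM MgCl2, 1mM DTT.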
# EPAC1 ag = agonists of human EPAC1; EPAC1 agonist qHTS, biochemical assay; response scale: 100% = response to 6.5 mM cAMP; Potency, µM (top dose mostly 154 µM), inactives show at the top dose activation, usual class: activators; 0.073% of 360,000 active; AID 720707; also: potency is read from the fitted curve at half-maximal effect; nearly all actives have a fitted effect of over 60% in size
# Target sequence (O95398 whole entry, looked up): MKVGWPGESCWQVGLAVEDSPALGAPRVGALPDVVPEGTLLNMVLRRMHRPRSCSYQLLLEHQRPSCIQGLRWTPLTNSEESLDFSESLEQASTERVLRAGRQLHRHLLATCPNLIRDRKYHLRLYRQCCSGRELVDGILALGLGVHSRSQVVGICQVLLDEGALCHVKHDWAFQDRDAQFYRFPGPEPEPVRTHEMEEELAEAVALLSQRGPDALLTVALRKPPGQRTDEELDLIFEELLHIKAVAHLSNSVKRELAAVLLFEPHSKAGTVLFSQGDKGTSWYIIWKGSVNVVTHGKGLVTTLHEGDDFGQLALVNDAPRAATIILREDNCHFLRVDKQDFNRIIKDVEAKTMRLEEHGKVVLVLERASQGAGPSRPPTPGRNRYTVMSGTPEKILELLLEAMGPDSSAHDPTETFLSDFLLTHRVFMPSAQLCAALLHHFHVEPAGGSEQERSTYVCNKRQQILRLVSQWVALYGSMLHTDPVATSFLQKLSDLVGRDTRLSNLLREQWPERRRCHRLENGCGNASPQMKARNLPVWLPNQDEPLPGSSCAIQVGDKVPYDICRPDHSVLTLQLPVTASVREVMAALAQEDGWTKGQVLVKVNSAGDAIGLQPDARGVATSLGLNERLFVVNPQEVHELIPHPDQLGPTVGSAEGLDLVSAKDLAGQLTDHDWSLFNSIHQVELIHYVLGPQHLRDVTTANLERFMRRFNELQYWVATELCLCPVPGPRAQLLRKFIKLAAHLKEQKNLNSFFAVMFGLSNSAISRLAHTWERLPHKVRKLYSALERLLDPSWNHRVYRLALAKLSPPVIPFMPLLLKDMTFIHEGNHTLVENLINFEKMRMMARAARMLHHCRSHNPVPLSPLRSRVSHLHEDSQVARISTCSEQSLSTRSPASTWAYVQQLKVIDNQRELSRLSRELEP
#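 Nucleotide exchange assay: 100 nM EPAC1 with 250 nM Rap1B loaded with BODIPY-GDP and 50 uM GDP, room temperature. Fluorescence (480/540 nm) read every 5 min for 30 min; signal change normalized to 6.5 mM cAMP as full agonist.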
# PI5P4Ka inh = PI5P4K alpha (human) kinase inhibition | P48426 | PI5P4Kalpha enzyme, ADP-Glo luminescence, 60 min; hits give low values | max response, % | 1.2% of 330,000 active; active = max response of -50% or lower; inconclusive = between -30% and -50%; inactive = -30% or higher; also: value at the top dose of about 77 µM; % is scaled to controls: 0 for no effect and ±100 for the full control effect
#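 Single end-point luminescence (ADP-Glo) quantified ADP from PI5P4Kalpha turnover; ATP 5 microM final, 1 h at RT, 0.1% CHAPS and 0.28 mM EGTA in HEPES pH 7.4.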
# EPAC1 antagonist = antagonists of human EPAC1; O95398; AID 720709; EPAC1 GEF assay, Rap1b-BODIPY-GDP exchange fluorescence; 0.14% of 360,000 active; Potency, µM (doses to about 115 µM), for inactives: top-dose activity change, negative = inhibition, most hits filed as inhibitors;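 also: potency is read from the fitted curve at half-maximal effect; plate controls were vehicle for no effect and positive control for full effect; nearly all actives have a fitted effect of over 50% in size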
# Active calls of the source: *; u = inconclusive; x = no result given; [ ] = another dose, or the depositor's remark. Unless noted, calls follow the shape of the dose curve; as a rule, active = well fitted curve in the direction sought with a large enough effect; inconclusive = small, poorly fitted or top-dose-only effect, or another doubt; inactive = no such curve, though single readings can be large; an effect the other way counts as inactive or inconclusive. An excerpt. The share of hits here may be higher or lower than overall.
canonical_smiles	CCT modulator	PLK1 PBD block	EPAC2 antag	WRN helicase inh	MmCpn inh	EPAC1 ag	PI5P4Ka inh	EPAC1 antagonist
Cc1ccc(C)c(OCCCN2CCc3ccccc3C2)c1	-1.2	0%	-4%	7%	3%	6%	14	-4%
Cc1noc(C)c1COC(=O)c1ccc2c(c1)S(=O)(=O)c1ccccc1C2=O	-3.4	-6%	0%	9%	0%	6%	x	13%
COc1cccc(COC(=O)CSCC(=O)Nc2ccc(C)cc2)c1OC	-0.6	-9%	4%	9%	x	-1%	5	-17%
CCOc1cc(NS(=O)(=O)c2ccc(Cl)cc2)c(OCC)cc1NC(=O)CC(C)C	-1.6	-2%	-5%	-13%	3%	15%	x	-8%
CC(C)NC(=O)C(=O)NCCN1CCN(S(=O)(=O)c2ccc(Cl)cc2)CC1	-0.1	-2%	8%	4%[57.1 µM]	1%	-2%	x	18%
COc1ccccc1NC(=O)c1cc(C(=O)Nc2ccccc2OC)n(C)n1	-1.3	-1%	1%	4%	x	4%	9	3%
COc1ccc(S(=O)(=O)N2CCOCC2)cc1NC(=O)CSc1nnc(N)s1	-0.6	-3%	-3%	-5%	1%	0%	1	11%
CC(C)CCn1c(=S)[nH]c2ncccc2c1=O	-1.0	-4%	13%	-13%	-10%	-4%	0	-4%
O=C(CCSCc1cccc(Cl)c1)NCCc1ccc(Cl)cc1	-1.5	-6%	-5%	-2%	1%	2%	0	-26%
O=C(CN1C(=O)CSC1=O)Nc1ccc(C(=O)O)cc1	-4.1	-16%	3%	2%	-1%	0%	4	-14%
CC(Sc1nnc(-c2cccnc2)o1)C(=O)NC1CCCC1 (stereo not given)	0.0	4%	18%	-17%	1%	-1%	-4	-20%
COc1ccccc1NC(=O)c1cc(N2C(=O)C3C4CCC(C4)C3C2=O)ccc1Cl (stereo not given)	-0.7	-12%	-3%	1%	1%	10%	3	2%
Cc1ccc(CSc2nc3c(cc2C#N)CCC3)cc1	0.4	-3%	24%	-2%	0%	8%	12	10%
Cc1ccc(C)c(NC(=S)NC(NC(=O)/C=C/c2ccccc2)C(Cl)(Cl)Cl)c1 (stereo not given)	-0.5	-20%	2%	-5%	-3%	-6%	0	-3%
Cc1ccc(S(=O)(=O)NCC(=O)N2CCCC2C(=O)O)cc1 (stereo not given)	0.0	-1%	-1%	4%	-1%	8%	6	12%
O=C(O)c1cc(-c2ccccc2)nc2ccccc12	-3.3	-16%	-1%	6%	-1%	-24%	3	-1%
CCN(CC(=O)Nc1ccc(NC(C)=O)cc1)C(=O)c1oc2c(ccc3ccccc32)c1C	0.5	2%	9%	3%	-2%	-16%	-5	-12%
CCN(Cc1ccc2c(c1)OCCO2)S(=O)(=O)c1ccc(NC(C)=O)cc1	-0.5	-12%	-9%	-3%	-1%	10%	18	-3%
O=C(CCC(=O)N1CCN(c2ccccc2F)CC1)c1ccc(Cl)s1	0.0	-12%	-3%	0%	-5%	10%	-6	-11%
COc1ccccc1/C=C/C(=O)c1ccc(NC(C)=O)cc1	-0.6	-12%	-7%	-7%[11.6 µM]	-3%	-4%	0	0%
CCN(C(=O)COC(=O)Cc1coc2cc(C)ccc12)c1c(N)n(Cc2ccccc2)c(=O)[nH]c1=O	-6.5	-19%	11%	-30%	1%	-14%	3	-12%
CCCCCCC(=O)Oc1cccc(C2=CC(=O)CC(C)(C)C2=O)c1	1.3	-1%	-9%	-11%	x	-23%	-1	-16%
Cc1cccc(N2CCCn3c2nc2c3c(=O)[nH]c(=O)n2C)c1	-2.9	-11%	15%	5%	1%	7%	0	6%
CCOC(=O)c1cnn(C)c1NC(=O)c1ccc([N+](=O)[O-])cc1	-1.1	1%	-9%	-18%	1%	3%	-9	-6%
O=C(Nc1nc2ccccc2n1CCN1CCCCC1)c1ccco1	0.8	1%	-5%	3%	-1%	-10%	-3	10%
O=C(CSc1nnc(CNC(=O)c2ccc(F)cc2)o1)NCc1ccccc1Cl	-1.0	-7%	16%	-33%	3%	0%	-5	-4%
Cc1c(C)c2ccc(OC(C)C(=O)NC3CCN(Cc4ccccc4)CC3)cc2oc1=O (stereo not given)	-1.5	-13%	0%	4%	1%	5%	1	-8%
CCCCNC(=O)C1C(c2ccccc2)=Nc2ccccc2N1C(=O)c1ccc2c(c1)OCO2 (stereo not given)	x	-10%	-5%	-10%	x	5%	-14	-8%
Cc1cccc2cc(C#N)c(NCc3ccccc3)nc12	-0.9	-4%	6%	2%	-4%	10%	3	-11%
O=C(CN(C(=O)c1csnn1)c1cccc2ccccc12)NC1CCCC1	0.8	-24%	3%	-7%	-7%	2%	-2	-17%
CCOC(=O)C1(C)CCCN1C(=O)c1ccc(C)cc1 (stereo not given)	-0.2	-8%	-8%	-5%	x	-11%	-6	14%
O=C(NCC1COc2ccccc2O1)C1C2C=CC3(CN(Cc4ccccc4Cl)C(=O)C13)O2 (stereo not given)	-0.7	2%	-2%	1%	1%	0%	-2	4%
COc1ccc(C2=NS(=O)(=O)N(C)C(C(=O)Nc3ccc4c(c3)OCO4)=C2)cc1OC	-2.5	-14%	2%	-5%	-2%	-19%	-5	-13%
COc1ccc(OCC(=O)N/N=C2\CCCc3ccccc32)cc1	0.6	-4%	-8%	-9%	-2%	-19%	0	2%
O=C(CSc1cc(Cl)ccc1Cl)Nc1ccc(N2CCOCC2)cc1	1.1	-7%	4%	-4%	3%	3%	8	-6%
CCOc1ccc(NC(=O)C2CC(=O)N(c3ccccc3F)C2)cc1 (stereo not given)	0.8	-14%	-11%	-1%[57.1 µM]	-2%	7%	-2	u
COC(=O)CC1=NN(c2ccccc2)C(=O)/C1=C\c1ccc(OC)cc1	-2.8	2.7µM*	-8%	50µM*	-1%	3%	-5	-2%
CC(=O)Nc1ccccc1P(=O)(c1ccccc1)c1ccccc1OC(C)=O (stereo not given)	-1.2	5%	-1%	-17%	2%	5%	-4	1%
COc1ccc2cc(CCNS(=O)(=O)c3c(C)cc(C)cc3C)c(=O)[nH]c2c1	-1.9	2%	1%	3%	-2%	0%	6	-4%
Cc1nc2c(sc(=S)n2Cc2ccco2)c(=O)n1CC(=O)Nc1ccccc1	0.0	-27%	3%	1%	1%	0%	-8	1%
Cc1cc(C(=O)NCCCOC(C)C)c2ccccc2n1	-0.1	-7%	10%	1%	2%	-4%	x	21%
O=C(NCc1ccc2c(c1)OCO2)C(=O)NCC(c1ccco1)N1CCN(c2ccccc2)CC1 (stereo not given)	-2.4	-13%	1%	2%	4%	3%	-3	-24%
Cc1csc(NC(=O)C2CCCN(S(=O)(=O)c3cnc[nH]3)C2)n1 (stereo not given)	-2.0	-2%	4%	2%	0%	-17%	-7	-5%
O=C(CN1CCN(C(=O)c2ccc(-c3nc4ccccc4s3)o2)CC1)Nc1cccc(F)c1	-0.5	-11%	1%	9%	x	-1%	0	4%
O=C(NCc1ccco1)c1nc(-c2ccccc2)n(-c2ccccc2)n1	-0.2	-5%	4%	-17%	1%	2%	-5	1%
Cc1ccc(CNc2nc(N)c([N+](=O)[O-])c(NCCO)n2)cc1	-0.7	0%	-5%	7%	-2%	-4%	u	0%
Cc1cc(C(=O)N2CCN(c3ccccn3)CC2)c(C)o1	-0.7	-9%	5%	1%	1%	2%	x	1%
CCN1CCN(CC(=O)Nc2c(OC)cccc2OC)CC1	0.8	1%	15%	-5%	-2%	-3%	8	8%
Cc1ccc(S(=O)(=O)NN2C(=O)c3ccccc3NC2(C)C)cc1	-2.4	-9%	-1%	u	2%	8%	2	9%
O=C(CN1CCN(S(=O)(=O)c2ccc(Br)s2)CC1)NC1CCCCC1	0.2	-2%	-3%	10%	x	6%	-4	12%

# Three structures out of the list, ordered by heavy-atom count, smallest number first.
canonical_smiles	CCT modulator	PLK1 PBD block	EPAC2 antag	WRN helicase inh	MmCpn inh	EPAC1 ag	PI5P4Ka inh	EPAC1 antagonist
Cc1ccc(C)c(NC(=S)NC(NC(=O)/C=C/c2ccccc2)C(Cl)(Cl)Cl)c1 (stereo not given)	-0.5	-20%	2%	-5%	-3%	-6%	0	-3%
COc1ccccc1NC(=O)c1cc(N2C(=O)C3C4CCC(C4)C3C2=O)ccc1Cl (stereo not given)	-0.7	-12%	-3%	1%	1%	10%	3	2%
CCN(CC(=O)Nc1ccc(NC(C)=O)cc1)C(=O)c1oc2c(ccc3ccccc32)c1C	0.5	2%	9%	3%	-2%	-16%	-5	-12%

# (more compounds)
canonical_smiles	CCT modulator	PLK1 PBD block	EPAC2 antag	WRN helicase inh	MmCpn inh	EPAC1 ag	PI5P4Ka inh	EPAC1 antagonist
CO/N=C/NC(=O)NOCc1c(Cl)cccc1Cl	-4.4	-10%	1%[57.1 µM]	-2%	x	-6%	-2	-21%
CCN(CC)CCn1nc2c3c(cccc3c1=O)-c1ccccc1-2	-2.9	-6%	-2%	-1%[11.6 µM]	u	10%	6	16%
COc1cc2nc(CN3C(=O)c4ccccc4C3=O)oc(=O)c2cc1OC	-2.5	-3%	10%	-11%	-1%	5%	-5	-2%
Cc1cc(Br)cn2c(Cc3ccccc3C(F)(F)F)c(-c3cccc(Br)c3)nc12	-11	-21%	6%	-2%	x	0%	11	-2%
Cc1c(C(C)C)c(=O)n(-c2ccc(S(=O)(=O)NC3CCCCC3)cc2)n1C	-2.0	-10%	-2%	-3%	-2%	-9%	8	-14%
O=C(O)c1ccccc1-c1ncc(-c2ccccc2)o1	0.4	-13%	2%	-8%	x	6%	0	5%
COc1ccc(OC)c(C(=O)c2ccc(C(=O)Nc3ccccc3)cc2)c1	-4.1	-16%	-16%	12%	-7%	3%	-8	-2%
CCc1cccc(N(C(=O)c2csnn2)C(C(=O)NC2CCCCC2)c2cccnc2)c1 (stereo not given)	-6.2	-8%	2%	10%	-2%	4%	6	-9%
Cc1ccc(S(=O)(=O)N2CCOCC2)cc1NC(=O)COC(=O)COc1ccc(C#N)cc1	-1.4	-2%	5%	10%	x	6%	0	-2%
CC(=O)c1c(C)[nH]c(=S)c(C#N)c1-c1ccc(Cl)cc1	-0.5	-23%	5%	-5%	-4%	5%	-26	-10%
CC(C)CN(C(=O)COC(=O)Cc1ccc(Cl)cc1)c1c(N)n(Cc2ccccc2)c(=O)[nH]c1=O	1.3	-1%	29%	16%	2%	-19%	-1	19%
O=c1cc(CCc2ccccc2)oc2cccc(O)c12	-1.3	-4%	1%	1%	x	-17%	-4	-6%
Cc1nn(-c2ccccn2)c2c1C(=O)CC(C)(C)C2N=[N+]=[N-] (stereo not given)	-1.4	-13%	4%	-4%	x	-24%	8	-20%
CC(C)(C)OC(=O)N1CCOCCOCCN(C(=O)OC(C)(C)C)CCOCCOCC1	-0.2	-5%	13%	3%	-28%	-9%	2	11%
